# TDP1 cell noCPT = qHTS for Inhibitors of human tyrosyl-DNA phosphodiesterase 1 (TDP1): qHTS in cells in absence of CPT; DT40 Tdp1-/- hTDP1 cells, no CPT, ATP luminescence, 48 h; Potency, µM (top dose mostly 46.2 µM), for the others: at the highest dose activity change, negative = growth inhibition, hits mostly inhibitors; 420,000 tested, 15% active; AID 686978, 2013; note: nearly all actives have a fitted effect of over 55% in size
#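 Compound effects on proliferation are scored in DT40 Tdp1-/-;hTDP1 cells in the absence of CPT. ATP levels (CellTiter-Glo luminescence) are recorded after a ≥48 hr, 37 °C incubation.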
# DT40 TDP1 CPT = DT40-hTDP1 cell growth loss with CPT; chicken DT40 Tdp1-/-;hTDP1 cells + 20 nM CPT, ATP luminescence, 48 h; Potency, µM (doses to about 46.2 µM), for the others: at the top dose activity change, negative = growth inhibition, usual class: inhibitors; 420,000 tested, 12% active; note: nearly all actives have a fitted effect of over 55% in size
#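 Chicken DT40 Tdp1-/- cells complemented with human TDP1, 400 cells/well, exposed to compounds plus 20 nM camptothecin for at least 48 h at 37 C; viability read as ATP content by CellTiter-Glo luminescence.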
# GCN5L2 inh = inhibitors of human GCN5L2 histone acetyltransferase; AID 504327; Potency, µM (highest dose often 58.9 µM), without a hit: top-dose activity change, negative = inhibition, hits mostly inhibitors; Q92830; GCN5L2 HAT assay, ThioGlo1 CoA-SH fluorescence; 390,000 tested, 0.21% active
# Target sequence (Q92830 whole entry, looked up): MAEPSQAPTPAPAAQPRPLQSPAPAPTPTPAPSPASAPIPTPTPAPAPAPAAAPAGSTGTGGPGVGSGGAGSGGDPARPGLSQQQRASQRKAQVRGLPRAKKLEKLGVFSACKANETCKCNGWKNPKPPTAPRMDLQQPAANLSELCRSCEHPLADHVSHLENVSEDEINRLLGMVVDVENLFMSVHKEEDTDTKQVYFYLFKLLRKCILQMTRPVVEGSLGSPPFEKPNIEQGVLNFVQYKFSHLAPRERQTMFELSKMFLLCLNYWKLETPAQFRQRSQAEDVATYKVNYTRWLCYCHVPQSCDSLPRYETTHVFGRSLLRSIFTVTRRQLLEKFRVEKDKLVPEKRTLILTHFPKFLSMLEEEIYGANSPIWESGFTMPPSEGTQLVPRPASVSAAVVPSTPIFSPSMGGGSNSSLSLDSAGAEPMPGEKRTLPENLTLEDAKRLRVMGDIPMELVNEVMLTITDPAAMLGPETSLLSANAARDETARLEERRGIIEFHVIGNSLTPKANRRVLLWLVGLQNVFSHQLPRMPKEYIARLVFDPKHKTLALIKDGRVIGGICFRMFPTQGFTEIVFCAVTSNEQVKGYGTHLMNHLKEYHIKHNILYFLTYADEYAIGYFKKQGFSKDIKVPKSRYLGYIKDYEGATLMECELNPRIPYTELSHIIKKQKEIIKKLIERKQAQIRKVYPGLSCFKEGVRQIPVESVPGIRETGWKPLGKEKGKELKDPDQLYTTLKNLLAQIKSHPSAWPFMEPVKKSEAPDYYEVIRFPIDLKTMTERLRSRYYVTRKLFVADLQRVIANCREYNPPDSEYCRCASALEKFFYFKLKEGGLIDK
#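 qHTS, 1536-well. 20nM enzyme, pH 7.5 HEPES/EDTA/Tween-20 buffer; 15 min compound preinc., RT. Start: 75uM H3(1-25), 70uM AcCoA, 50uM ThioGlo1. Read Ex340/Em540 at t=0 (autofluorescence flag) and t=20 min.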
# Starred values were filed as active, the others as inactive; ? = inconclusive; · = no result given; & = joins results of further samples. Calls come from the whole dose curve; as a rule, active = well fitted curve in the direction sought with a large enough effect; inconclusive = small, poorly fitted or top-dose-only effect, or another doubt; inactive = no such curve, though single readings can be large; an effect the other way counts as inactive or inconclusive. % is set by controls: 0 for no effect and ±100 for the full control effect; potency is the fitted concentration of half-maximal effect. This is a subset; rates above refer to the full screens.
mol	TDP1 cell noCPT	DT40 TDP1 CPT	GCN5L2 inh
CN(C)CCN(C(=O)c1cccc(Cl)c1)c1nc2c(Cl)cccc2s1	?	1.9%	-8.5%
COC(=O)C(O)(CC(=O)Nc1ccccc1OC)C(F)(F)F (centres undefined)	-0.4%	-7.3%	-6.1%
CC1CCCCN1C(=S)NC(=O)c1cc(Br)ccc1Cl (centres undefined)	?	?	-1.9%
COc1cccc(OCCOCCOc2ccc(C)cc2[N+](=O)[O-])c1	?	-25.8%	-5.7%
CN(C(=O)c1cccs1)c1ccc(OCC(=O)N2CCC(C(N)=O)CC2)cc1	?	?	-1.6%
CCN(CC)CCOC(=O)c1ccc(NC(=O)c2cc3c(=O)n(CC)c4ccccc4c3s2)cc1	5.17µM*	5.17µM*	-6.4%
CCCN(CCC)c1nc(-c2ccccc2F)nc2ccccc12	?	-3.8%	-11.8%
CCCCn1c(N)c(N(Cc2ccccc2OC)C(=O)c2cc(=O)[nH]c3ccccc23)c(=O)[nH]c1=O	-19.4%	26.5%	2.0%
Cc1ccc(S(=O)(=O)N2CCOCC2)cc1C(=O)NNC(=O)c1ccoc1C	-8.1%	-0.8%	-6.6%
COc1ccc(CCNC(=O)Nc2ccc3c(c2)c(=O)n(C)n3CC=C(C)C)cc1OC	?	?	·
CCOC(=O)c1cccc(C(=O)Oc2ccccc2)n1	4.6%	-2.0%	-8.4%
CCc1cc(-c2n[nH]c(C)c2-c2nc3ccccc3n2C)c(O)cc1O	18.4µM*	?	-3.3%
CCCCCCSc1cc(C)nc2ncnn12	11.6µM*	16.4µM*	-2.1%
COc1ccc(C2/C=C\CN3CCC[C@H]3C(=O)N2Cc2ccc(F)cc2)cc1 (some centres undefined)	23.1µM*	?	-2.1%
CC(=O)c1cc2c(cc1N/C(=N/S(=O)(=O)c1ccccc1)c1ccc(Cl)cc1)OCO2	-4.7%&-9.8%	-3.3%&-12.0%	-3.5%&-4.7%
CC1CC(C)CN(C(=O)c2ccc3ccccc3c2)C1 (centres undefined)	?	?	-12.5%
COc1cccc(/C=C/C(=O)OCC(=O)Nc2nnc(-c3ccccc3)o2)c1OC	?	-26.7%	·
Cc1ccc(C(=O)N/C(=C\c2cccs2)C(=O)NCCc2c[nH]c3ccccc23)cc1C	?	?	-13.2%
Cc1ccc(NC(=O)c2cc(=O)[nH]c3ccccc23)cc1	23.4%	-2.0%	13.5%
O=C(COc1ccc(S(=O)(=O)N2CCCC2)cc1)NCC1CCCO1 (centres undefined)	0.2%	25.2%	?
O=C(Cc1cccc2ccccc12)Nc1ccc(N2CCOCC2)cc1	3.7%	0.0%	1.7%
COc1ccccc1NC(=S)N1CCC(NC(=O)NC23CC4CC(CC(C4)C2)C3)CC1	?	?	?
COc1ccc(NC2CCCN(C(=O)CCc3cccc(Cl)c3)C2)cc1 (centres undefined)	-11.6%	-26.9%	-6.9%
C/C(CCC12CC3CC(CC(C3)C1)C2)=N\NC(N)=S	16.4µM*	14.6µM*	-0.2%
Cc1ccc(C(=O)NC2CC3CCCC(C2)N3Cc2ccccc2)cc1 (centres undefined)	-25.6%	-4.1%	-1.3%
CCC(=O)c1ccc(O)c(OC)c1	1.3%	7.9%	-11.1%
Cc1cccc(OCC(=O)NCC(=O)n2nc(C)cc2C)c1	-6.5%	7.5%	-8.1%
COc1ccc(NC(=O)[C@@H](NC(=O)c2ccccc2F)C(C)C)cc1S(=O)(=O)N1CCOCC1	-18.6%	-3.4%	-6.8%
O=C(CSc1n[nH]c(-c2ccccc2Cl)n1)N1CCN(c2ccc(F)cc2)CC1	?	?	-26.1%
Cc1noc(C)c1CSCC(=O)Nc1nnc(CC(C)C)s1	-5.2%	-9.6%	-3.0%
Cc1ccc(N(C(=O)Cn2nnc(-c3ccc(F)cc3)n2)C(C(=O)NC(C)(C)C)c2ccncc2)cc1 (centres undefined)	-20.9%	-10.2%	-5.4%
COc1ccc(/C(N)=N/OC(=O)CCCc2ccccc2)cc1OC	-14.0%	-2.0%	-5.4%
COc1cc2c(cc1OC)-c1nncn1C(C)(C)C2	-10.4%	-16.2%	-2.7%
CC12CN(NC(=O)c3ccc(Cl)cc3)C3(C#N)CC1CCC23C (centres undefined)	-7.9%	-10.6%	-17.3%
CCCc1cc(=O)[nH]c(Nc2ccc(Cl)cc2)n1	16.4µM*	?	-7.0%
CCCc1nc2ccc(Br)cn2c1Cc1ccccc1OC	0.82µM*	1.46µM*	·
COc1ccc(S(=O)(=O)N2CCN(Cc3cc(OC)c(OC)cc3OC)CC2)cc1	-26.8%	?	2.9%
CC(=O)c1c(C)[nH]c(C(=O)Nc2c(C)n(C)n(-c3ccccc3)c2=O)c1C	3.9%	3.8%	-0.4%
COc1ccc(NC(=O)CC2C(=O)N(c3ccc(F)cc3)C(=O)N2CCc2sccc2C)cc1 (centres undefined)	?	?	-6.5%
CCOC(=O)C1C2C=CC3(CN(Cc4ccco4)C(=O)C13)O2 (centres undefined)	-13.2%	4.9%	-5.5%
Cc1ccc(C(=O)N/C(=C/c2ccc(N(C)C)cc2)C(=O)NCC2CCCO2)cc1 (centres undefined)	-13.4%	1.5%	-12.2%
Cc1ccc(C(=O)NCCCN2CCOCC2)o1	8.3%	1.6%	-0.7%
Cc1nccn1S(=O)(=O)c1cc([N+](=O)[O-])ccc1Cl	-16.0%	0.7%	-3.3%
Cc1cccc(C)c1NC(=O)C(c1ccnc2ccccc12)n1c(=O)c(-c2ccccc2)nc2ccccc21 (centres undefined)	14.6µM*	?	·
C[C@@H]1C(=O)O[C@@H]2CC34[C@H]5C[C@@H](C(C)(C)C)C36[C@H](OC(=O)[C@@H]6O)OC4(C(=O)O5)[C@@]12O (some centres undefined)	-16.0%	21.5%	1.5%
Cc1ccccc1NC(=O)Cn1c(=O)n(Cc2ccco2)c(=O)c2cccnc21	?	?	-6.0%
O=c1nccc(SCc2ccc(Cl)cc2Cl)[nH]1	?	-24.6%	-2.7%
CC(=O)Nc1ccc(S(=O)(=O)Nc2nccs2)cc1	8.3%	24.4%	-1.5%
COc1ccc(OCC(=O)Nc2ccc(NC(=O)c3cccs3)cc2)cc1	-0.6%	-5.1%	-6.2%
O=C1Nc2ccccc2/C1=C\c1cccn1-c1ccc(OC(F)(F)F)cc1	?	?	-6.7%

# Remaining list, next part:
smiles	TDP1 cell noCPT	DT40 TDP1 CPT	GCN5L2 inh
COc1ccc([C@H]2N[C@]3(CCCN(Cc4ccc(Br)cc4)C3=O)[C@H]3C(=O)N(C)C(=O)[C@@H]23)cc1	?	-22.1%	·
Cc1ccc(S(=O)(=O)NC2=NCN(CC(=O)O)CN2)cc1	-7.8%	-4.5%	-3.7%
CC(C)(O[C@@H]1O[C@H](CO)[C@@H](O)[C@H](O)[C@H]1O)[C@@H]1CC=C(C(=O)O)CC1	-4.8%	11.8%	-6.5%
O=C(COC(=O)c1cnccn1)c1ccc(Br)cc1	-10.7%	-6.7%	-3.3%
O=C(CCS(=O)(=O)c1ccccc1)OCC(=O)N1CCN(S(=O)(=O)c2ccc(Cl)cc2)CC1	-6.0%	14.5%	-2.5%
Brc1ccc(CSc2nnc3ccccn23)cc1	16.6%	-5.6%	-7.3%
COc1ccc(OC)c(C2C(C(C)=O)=C(O)C(=O)N2c2ccc(F)cc2)c1 (centres undefined)	-11.1%	0.8%	-0.1%
CCn1nnc(-c2ccccc2NC(=O)c2cc(OC)c(OC)c(OC)c2)n1	14.6µM*	?	-6.4%
COc1ccc(-c2nn(C)c(=O)c3ccccc23)cc1CNC(=O)C1CCCCC1	?	?	-5.3%
CC(C)Oc1cc(F)ccc1-c1cc(C(=O)NCCCn2ccnc2)[nH]n1	?	?	·

# An excerpt from above in order of number of heavy atoms, low to high.
smiles	TDP1 cell noCPT	DT40 TDP1 CPT	GCN5L2 inh
CC1CC(C)CN(C(=O)c2ccc3ccccc3c2)C1 (centres undefined)	?	?	-12.5%
CC(C)Oc1cc(F)ccc1-c1cc(C(=O)NCCCn2ccnc2)[nH]n1	?	?	·
COc1ccc(C2/C=C\CN3CCC[C@H]3C(=O)N2Cc2ccc(F)cc2)cc1 (some centres undefined)	23.1µM*	?	-2.1%
Cc1ccc(C(=O)N/C(=C/c2ccc(N(C)C)cc2)C(=O)NCC2CCCO2)cc1 (centres undefined)	-13.4%	1.5%	-12.2%
O=C(CCS(=O)(=O)c1ccccc1)OCC(=O)N1CCN(S(=O)(=O)c2ccc(Cl)cc2)CC1	-6.0%	14.5%	-2.5%
Cc1cccc(C)c1NC(=O)C(c1ccnc2ccccc12)n1c(=O)c(-c2ccccc2)nc2ccccc21 (centres undefined)	14.6µM*	?	·

# Other structures follow:
smiles	TDP1 cell noCPT	DT40 TDP1 CPT	GCN5L2 inh
Cc1nnc(NCCO)c2ccccc12	-3.1%	-21.7%	0.0%
O=S(=O)(c1cccc(-c2csc(-c3cccnc3)n2)c1)N1CCCCC1	?	?	-15.1%
CS(=O)(=O)N(Cc1ccc(C(=O)Nc2ccccc2Sc2ccccc2)cc1)c1ccccc1	-28.1%	?	0.2%
CC(C)CN(C[C@@H](O)[C@H](Cc1ccccc1)NC(=O)O[C@@H]1CCOC1)S(=O)(=O)c1ccc(N)cc1	?	?	·
CN(Cc1ccco1)c1ncncc1-c1ccoc1	-6.1%	-30.0%	-17.0%
O=C(O)c1ccccc1Sc1ncnc2sccc12	3.9%	2.8%	-4.4%
CCOc1ccccc1CNC(=O)CCC(=O)N1CCSc2ccccc21	?	?	-0.8%
COc1ccc(C)cc1S(=O)(=O)n1cnc2ccccc21	14.6µM*	13µM*	2.6%
O=C(Nc1ccc2c(c1)OCCO2)c1ccc(Cl)c(S(=O)(=O)N2CCOCC2)c1	-29.4%	-27.6%	-2.5%
COc1ccc(C(=O)N/C(=C\c2cn(C)c3ccccc23)C(=O)NCCCn2ccnc2)cc1OC	0.3%	5.2%	-1.6%
CCN(CC)CCCN=C(N)N	2.6%	-4.3%	1.4%
Cc1cccc(C)c1NCc1nnc(SCC(=O)Nc2nc(-c3ccccc3)cs2)n1-c1ccccc1	2.31µM*	2.06µM*	9.1%
Cc1cc(-c2ccccc2)nc(N(C)C)c1S(C)(=O)=O	?	?	-13.6%
CSc1cc(CS(=O)(=O)c2ccccc2)nc(-c2ccccc2)n1	2.2%	-6.6%	-5.1%
COC(=O)Cc1c(C)c2ccc(O)c(CNCc3ccc(OC)c(OC)c3)c2oc1=O	-24.4%	-3.8%	?
COCCNC(=O)CSc1nc2cc(OC)c(OC)cc2c(=O)n1CCc1ccc(S(N)(=O)=O)cc1	-11.7%	-6.4%	-3.2%
Cc1cccc(C)c1OCC(=O)Nc1c(C(=O)c2ccc(Br)cc2)oc2ccccc12	?	-5.6%	0.3%
C[C@H](CO)N1C[C@H](C)[C@@H](CN(C)S(=O)(=O)c2ccccc2)Oc2c(NC(=O)NC3CCCCC3)cccc2C1=O	?	18.4µM*	-1.0%
CCCCN(Cc1ccccc1)S(=O)(=O)c1cc(Br)cc2c1N(C(C)=O)CC2	?	?	-1.4%
COc1cc(C(=O)OCC(=O)N(CC(C)C)C2CCS(=O)(=O)C2)cc(OC)c1C (centres undefined)	0.3%	-8.5%	-4.3%

# Continued; it opens with the two that closed the last part.
smiles	TDP1 cell noCPT	DT40 TDP1 CPT	GCN5L2 inh
CCCCN(Cc1ccccc1)S(=O)(=O)c1cc(Br)cc2c1N(C(C)=O)CC2	?	?	-1.4%
COc1cc(C(=O)OCC(=O)N(CC(C)C)C2CCS(=O)(=O)C2)cc(OC)c1C (centres undefined)	0.3%	-8.5%	-4.3%
O=C(NCCN1C(=O)S/C(=C\c2ccc(Cl)cc2Cl)C1=O)C1=COCCO1	11.6µM*	14.6µM*	-7.6%
CC(C)(C)C(=O)NC(=O)Nc1ccccc1C(F)(F)F	-0.2%	11.7%	-5.0%
OC(COc1ccc(OCC(O)CN2CCCCC2)cc1)CN1CCCCC1 (centres undefined)	?	-25.0%	-13.3%
Cc1cnc(CNc2ncnc3ccc(-c4ccc(N(C)C)cc4)cc23)cn1	?	?	-23.4%
CC(O)(C#CCN1CCCC1)c1ccccc1 (centres undefined)	-12.9%	-0.2%	0.1%
CC(C)C[C@H]1CNC(=S)N1CC1CCCN1C[C@H](CC(C)C)N1C[C@H](Cc2ccccc2)N(CC2CCCCCC2)C1=S (some centres undefined)	23.1µM*	?	·

# High-throughput results as filed in PubChem BioAssay.
